TbREL1 inh = TbREL1 inhibition, primary screen. P86926. TbREL1 RNA ligation, FRET fluorescence. inhibition, % at 9.66 µM. actives 0.49% (n = 89,000). AID 1117264;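 active = inhibition above the mean inhibition across all screened compounds plus 3 SD, cut at about 11% in these data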;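 also: 0% = plate median of test wells and 100% = NSC42067 control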
Target sequence (P86926 whole entry, looked up): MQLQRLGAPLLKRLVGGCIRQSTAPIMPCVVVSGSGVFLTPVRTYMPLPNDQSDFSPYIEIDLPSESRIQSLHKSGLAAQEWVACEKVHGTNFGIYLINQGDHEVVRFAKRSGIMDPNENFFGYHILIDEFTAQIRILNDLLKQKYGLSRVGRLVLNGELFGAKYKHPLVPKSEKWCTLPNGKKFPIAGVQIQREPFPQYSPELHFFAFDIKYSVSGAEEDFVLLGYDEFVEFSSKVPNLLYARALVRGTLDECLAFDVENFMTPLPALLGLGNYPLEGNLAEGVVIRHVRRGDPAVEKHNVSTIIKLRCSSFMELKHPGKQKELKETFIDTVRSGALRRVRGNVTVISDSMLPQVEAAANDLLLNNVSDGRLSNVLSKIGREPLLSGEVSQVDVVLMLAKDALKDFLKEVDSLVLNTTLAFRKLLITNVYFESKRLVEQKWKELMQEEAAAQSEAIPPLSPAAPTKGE
Numbers without * were called inactive. The list is partial. The share of hits here may be higher or lower than overall.

TbREL1 inh,molecule
3,Cc1ccc(N2C(=O)c3n[nH]c(C)c3C2c2ccco2)cc1 (stereo not given)
0,COc1ccccc1NC(=O)CCCC(=O)OCC(=O)c1ccc(F)cc1
8,Cc1cc(C(=O)N/N=C/c2ccc[nH]2)no1
6,Cc1nc(C#N)c(NCc2ccc3c(c2)OCO3)o1
0,O=C(NCCOc1ccccc1F)C1CCC(=O)N(CC2CCCCC2)C1 (stereo not given)
-1,COc1ccccc1-c1cc(C(=O)N/N=C/c2sccc2C)c2ccccc2n1
-1,Cc1csc2ncnc(NC3CCN(Cc4ccccc4)CC3)c12
1,O=C(CN1CCN(C(c2ccccc2)c2ccccc2)CC1)Nc1ccc(N2CCOCC2)cc1
1,Cc1sc2nc(-c3cccnc3)nc(Cl)c2c1-c1ccccc1
4,CCOC(=O)c1sc2nc(CC(=O)OC)nc(NCCN(CC)CC)c2c1C
-4,Cc1ccc(C(=O)OCC(=O)NCc2cc(C)c(O)c(C)c2)cc1S(=O)(=O)N1CCCCC1
0,Cc1cccc(C(=O)Nc2ccccc2C(=O)Nc2ccc(C(=O)O)cc2)c1
-1,COc1ccc(C2Nc3ccccc3C(=O)N2c2ccccc2)cc1CSc1ccccn1 (stereo not given)
0,CCN(CC)CCCn1c2c(c(SCC(=O)Nc3ccc4c(c3)OCCO4)nc1=O)CCC2
-2,N#CC1(c2ccccc2)CCC(=O)N1Cc1ccccc1 (stereo not given)

By substructure: the compounds so far with four or more nitrogen atoms
TbREL1 inh,molecule
8,Cc1cc(C(=O)N/N=C/c2ccc[nH]2)no1
-1,Cc1csc2ncnc(NC3CCN(Cc4ccccc4)CC3)c12
1,O=C(CN1CCN(C(c2ccccc2)c2ccccc2)CC1)Nc1ccc(N2CCOCC2)cc1
4,CCOC(=O)c1sc2nc(CC(=O)OC)nc(NCCN(CC)CC)c2c1C
0,CCN(CC)CCCn1c2c(c(SCC(=O)Nc3ccc4c(c3)OCCO4)nc1=O)CCC2

More structures:
TbREL1 inh,molecule
8,O=S(=O)(/N=C(/Nc1nc2ccccc2s1)c1ccccc1)c1ccccc1
-2,O=C(Nc1ccc(Cl)cc1)c1nc[nH]c1C(=O)N1CCN(c2ccccc2)CC1
-1,Cc1ccc(CNC(=O)c2c(-c3ccccc3)sc3ccccc23)o1
-2,COc1ccc(CCN(C)C(=O)C23CC4CC(CC(Cl)(C4)C2)C3)cc1OC
-3,COC(=O)N/N=C/c1cc(Cl)cc(Cl)c1OCc1ccc(F)cc1
4,Cc1cccc(C)c1NC(=O)CN1CCN(c2ccc(C(F)(F)F)cn2)CC1
2,Cn1c(=O)c2c(nc(CN3CCN(C(=O)c4ccco4)CC3)n2CC(N)=O)n(C)c1=O
0,CCOc1ccc(NC(=O)C2CC3CCC2C3)cc1 (stereo not given)
-4,CCn1c(=S)[nH]c2ccccc21
9,CSc1nc(-c2ccc(Cl)cc2)nn1S(=O)(=O)c1ccccc1
-2,O=C(NCc1ccco1)c1cc2nc(-c3ccc4c(c3)OCO4)cc(C(F)(F)F)n2n1
2,O=C(CCC1CCCCC1)N1CCN(Cc2ccc3c(c2)OCO3)CC1
0,CSc1cccc(NC(=O)c2ccco2)c1
1,CCOC(=O)c1c(C)n(C)c2ccc(OC(=O)c3ccco3)cc12
-2,CCOc1ccccc1N1CCN(C(=O)NCc2ccc(F)cc2)CC1

A run of entries from the list above, as a working copy:
TbREL1 inh,molecule
8,O=S(=O)(/N=C(/Nc1nc2ccccc2s1)c1ccccc1)c1ccccc1
-2,O=C(Nc1ccc(Cl)cc1)c1nc[nH]c1C(=O)N1CCN(c2ccccc2)CC1
-1,Cc1ccc(CNC(=O)c2c(-c3ccccc3)sc3ccccc23)o1

(further entries)
TbREL1 inh,molecule
-4,Brc1ccc(-c2csc(N3CCC(c4nn[nH]n4)CC3)n2)cc1
3,OCCNc1nc(Nc2ccc(O)cc2)nc2ccccc12
-2,Cc1ccc(C)c(NC(=O)C(=O)NCCc2c[nH]c3ccccc23)c1
-4,O=Cc1c(N2CCOCC2)nc2ccccn2c1=O
1,CCc1ccc(NC(=O)NCCN2CCc3ccccc3C2)cc1
4,COc1ccc(C(=O)CN2C(=O)COc3ccccc32)cc1
-1,O=C1/C(=C/c2cccc(F)c2)CSc2sccc21
-1,COC(=O)c1c(C)[nH]c(C(=O)/C=C/c2ccc(C)cc2)c1C
5,Cc1cc(/C=C(/C#N)c2nc3ccccc3[nH]2)c(C)n1-c1ccccc1C(=O)O
15*,C=CCN=C1NC(c2ccccc2C(F)(F)F)C(C(=O)OC)=C(C)N1Cc1cccc(C(F)(F)F)c1 (stereo not given)
-2,O=C(COC(=O)c1ccc(OC(F)F)cc1)NCC1CCCO1 (stereo not given)
-3,CCc1noc(C)c1C(=O)N1CCN(S(=O)(=O)c2ccc(C(C)=O)cc2)CC1
-1,Cc1ccc(NC(=O)/C(=C\c2cccs2)NC(=O)c2ccccc2)cc1
3,Clc1ccc2[nH]cc(-c3nnnn3-c3ccc4ccccc4c3)c2c1
0,CCOc1ncccc1C(=O)OCC(=O)c1cc(OC)c(OC)c(OC)c1

Later entries.
TbREL1 inh,molecule
-7,CCOC(=O)N1CCN(C(=O)/C(=C/c2ccc(N(C)C)cc2)NC(=O)c2ccccc2)CC1
-2,O=C(COC(=O)c1cnccn1)Nc1cccc(F)c1
6,O=C(N/N=C/c1ccc(COc2ccc(Br)cc2)o1)c1ccc2c(c1)OCO2
4,O=C(N/N=C\c1ccccc1)c1cccc(C(=O)N/N=C\c2ccccc2)n1
1,CC(C)Oc1ccc2c3c(c(=O)oc2c1)CCC3
7,O=C(N/N=C/c1ccoc1)c1cc(O)cc(O)c1
1,CCCCCCc1ccc(NC(=O)[C@@H]2CC=C[C@@H]3CCN(Cc4ccccc4)C(=O)[C@@H]32)cc1
-2,O=C(Nc1nc(-c2ccccn2)cs1)c1cc(Cl)ccc1[N+](=O)[O-]
0,Cc1ccc(C)c(OCCC(=O)NCCc2ccc(S(N)(=O)=O)cc2)c1
0,Cc1ccc(NC(=O)c2ccc([N+](=O)[O-])s2)cc1S(=O)(=O)N1CCOCC1
5,O=C(CCc1ccccc1F)N1CCN(c2ccc(C(F)(F)F)cn2)CC1
-2,Cc1ccc(C)c(Cc2c(C)nc3c(C(=O)N4CCOCC4)cnn3c2C)c1
2,O=S(=O)(NCC1CN(S(=O)(=O)c2ccc3c(c2)OCCO3)C1)c1c(F)cccc1F
-1,Cc1ccsc1/C=C(\C#N)C(=O)NCc1cccnc1
-2,CCCC(=O)N(CCN(Cc1ccccc1)C(=O)CCC)Cc1ccccc1

Next part
TbREL1 inh,molecule
-1,Fc1cccc(CNC2CCC23CCC(c2ccccc2)CC3)c1 (stereo not given)
-1,CCOC(=O)CCC(=O)N1CCOCCOCCOCC1
0,CN(Cc1ccccc1)C(=O)c1[nH]cnc1C(=O)NCC(=O)OCc1ccccc1
-2,O=C(C1=C[C@H](C2CCCCC2)C[C@H](OCCCCO)O1)N1CCN(Cc2ccccc2)CC1
0,Cc1ccc(C(=O)N(c2ccccn2)C(C)c2ccco2)cc1C (stereo not given)
0,O=C1CN(C(=O)CN2CCOCC2)C(c2ccccc2)c2cc(Br)ccc2N1 (stereo not given)
5,Cc1ccc(S(=O)(=O)N2CCCCC2)cc1NC(=O)[C@@H]1CCCN1C(=O)c1cccs1
4,CC(=O)c1sc(NC(=O)c2ccc(F)c(S(=O)(=O)N3CCOCC3)c2)nc1C
1,Cc1cc(C)n(C(CC(=O)O)C(=O)O)n1 (stereo not given)
-1,O=C(Nc1cc2c(cc1Br)OCCCO2)c1ccccc1
0,CSc1nsc(SCC(=O)Nc2ccc(NC(C)=O)cc2)n1
-4,CC(C)(C)OC(=O)NC1CCN(S(=O)(=O)c2ccc3c(c2)OCCO3)CC1
2,O=C(C1=C[C@H](C2CC2)C[C@H](OCc2ccc(CO)cc2)O1)N1CCN(Cc2ccc3c(c2)OCO3)CC1
0,Cc1ccc(NC(=O)Nc2ccccc2CC[N+](=O)[O-])cc1
-1,O=C(NCCCc1ccccc1)C1CCC(=O)N(Cc2ccc(Cl)cc2)C1 (stereo not given)

(list continues)
TbREL1 inh,molecule
0,COc1ccc(NC(=O)CN(C)C(=O)c2ccc(C)s2)cc1
4,COc1cc(C(=O)OCC(=O)N(C)c2ccccc2)cc(OC)c1OC
-1,CC(C)C[C@H](NC1(C(=O)NC2CCCCC2)CCC1)C(=O)NCC(c1ccccc1)c1ccccc1
3,CC1CN(C)C(C)c2c1oc1ccc(N)cc21 (stereo not given)
-3,CN1/C(=C\C=N\NC(=O)c2ccccc2Br)C(C)(C)c2ccccc21
6,CCOc1ccc(-c2ccc(C3=CC(=O)C[C@H](c4ccc(F)cc4)C3)cc2)cc1
-3,COC(=O)c1sccc1NC(=S)N(C)C1CCCCC1
-1,COc1ccccc1/C=C/c1nc2ccc(OC(C)=O)cc2c(=O)o1
-4,CCc1nc2ccc(C(=O)NCc3cccs3)cn2c1N(CC)Cc1cccc(Br)c1
-2,CC(C)C[C@H]1CNC(=S)N1CC1CCN(CC2CCCC2)CC1
9,O=C(O)c1ccccc1N=N/C(=N/Nc1cc(S(=O)(=O)O)ccc1O)c1ccccc1
0,COc1ccc(NC(=O)CN(C)C(=O)C(C)Sc2ccccc2)cc1 (stereo not given)
6,CC(C)(C)C1CCC(=NNC(=O)CN(c2ccccc2)S(=O)(=O)c2ccccc2[N+](=O)[O-])CC1 (stereo not given)
-1,CCC(C(=O)c1ccccc1)P(=O)(NN)c1ccccc1 (stereo not given)
0,O=C(CN1C(=O)NC2(CCCC2)C1=O)Nc1ccccc1C(F)(F)F

The listing continues:
TbREL1 inh,molecule
-3,COc1ccc(C2C(C(=O)OCC3CCCO3)=C(C)NC3=C2C(=O)CC(c2ccco2)C3)cc1O (stereo not given)
-1,COc1ccc(NC(=O)c2ccc(NC(=O)c3nc4nc(C)cc(C)n4n3)cc2)cc1
-3,O=C(NCc1cccc(C(F)(F)F)c1)c1cc(-c2ccccc2)nn1CC1CC(c2cccnc2)=NO1 (stereo not given)
3,Cc1[nH]nc(Nc2ccc(C(C)C)cc2)c1[N+](=O)[O-]
1,O=C(COc1ccc(S(=O)(=O)N2CCOCC2)cc1)NC1CC1
2,CN1CCN(Cc2cc(Cl)c3cccnc3c2OC(=O)c2cccs2)CC1
-2,COc1ccc(CN2C[C@H](C)[C@@H](CC(=O)NCc3ccccc3)C2=O)cc1
1,O=C1CCC(=O)N1OCCOc1ccccc1
7,O=C(Nc1ccc(F)cc1)N(Cc1nnc2n1CCCCC2)c1ccccc1
0,N#Cc1cccc(NC(=O)OC2CC3CC2[C@H]2CCCCN2C3)c1 (stereo not given in full)
0,CC(=O)Nc1ccc(C2Nc3ccccc3C(=O)N2C2CCCCC2)cc1 (stereo not given)
1,O=C(c1ccco1)n1c(=S)nc2ccccn21
-2,C[N+](C)(C)c1ccc(/C=N/Nc2nc(Cl)c(C#N)c(Cl)c2Cl)cc1
-2,COc1ccc(-c2c(C(C)=O)c(C)nc3sc4c(c23)NC(c2ccccc2)NC4=O)cc1 (stereo not given)
-1,COc1cc(S(=O)(=O)Nc2ccc(C)cc2)ccc1N=Cc1c(C)[nH]n(-c2ccccc2)c1=O
2,O=C(O)COc1cccc2ccccc12
2,O=C(O)COCC(=O)NCc1csc2ccc(Cl)cc12
4,CCOc1ncccc1C(=O)Nc1ccc2c(C)cc(=O)oc2c1

Part of the list above in order of molecular weight, descending.
TbREL1 inh,molecule
-3,COc1ccc(C2C(C(=O)OCC3CCCO3)=C(C)NC3=C2C(=O)CC(c2ccco2)C3)cc1O (stereo not given)
-1,COc1cc(S(=O)(=O)Nc2ccc(C)cc2)ccc1N=Cc1c(C)[nH]n(-c2ccccc2)c1=O
-2,COc1ccc(-c2c(C(C)=O)c(C)nc3sc4c(c23)NC(c2ccccc2)NC4=O)cc1 (stereo not given)
-1,COc1ccc(NC(=O)c2ccc(NC(=O)c3nc4nc(C)cc(C)n4n3)cc2)cc1
7,O=C(Nc1ccc(F)cc1)N(Cc1nnc2n1CCCCC2)c1ccccc1
4,CCOc1ncccc1C(=O)Nc1ccc2c(C)cc(=O)oc2c1
2,O=C(O)COc1cccc2ccccc12

Screening results deposited in PubChem by The Scripps Research Institute Molecular Screening Center.
